# ELG1 genotoxic: qHTS screen for small molecules that induce genotoxicity in human embryonic kidney (HEK293T) cells expressing luciferase-tagged ELG1. HEK293T ELG1-luciferase reporter, luminescence, 16 h. Potency, µM (doses to about 46 µM), for the others: at the highest dose activity change, positive = activation, most hits filed as activators. 330,000 tested, 1.3% active; also: potency is read from the fitted curve at half-maximal effect; % of control where 0% means no effect; nearly all actives have a fitted effect of over 60% in size
#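 HEK293T cells expressing luciferase-tagged ELG1 were exposed to compound or DMSO vehicle for 16 hr at 37 °C and 5% CO2. Luciferase activity was then measured with ONE-Glo after 30 min at room temperature.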
# Rab9 promoter act: qHTS Assay for Rab9 Promoter Activators; 320,000 tested, 2.8% active; Potency, µM (series often up to 9.22 µM), inactives show at the highest dose activation, negative = inhibition, actives largely listed as activators; Huh7 Rab9 promoter-luciferase reporter, luminescence, 24 h; AID 485297, 2010; also: potency is read from the fitted curve at half-maximal effect; % of control where 0% means no effect; nearly all actives have a fitted effect of over 60% in size
#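 Huh7 cells stably carrying Rab9 promoter–luciferase reporter, plated 1500 cells/well, compound added after 2 h and incubated 24 h at 37 °C; luciferase luminescence then read after 10 min with detection reagent.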
# TRPV1 ag: HTS Assay for Compounds that Act as Agonists of the Vanilloid Receptor 1; Transient receptor potential cation channel subfamily V member 1 (Homo sapiens), Q8NER1; TRPV1-expressing cells, Fluo-8 calcium influx, agonist mode; activation, % at 8.33 µM; 320,000 tested, 0.19% active; in the data active = activation above about 80%; inconclusive = between about 30% and that limit; also: 0% is about no effect
#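 TRPV1-expressing cells were cultured overnight at 35.5C and loaded with Fluo-8 calcium dye for 40 to 90 min at room temperature. After a 10 s baseline, compound was added and calcium influx was read kinetically for 3 min (ex 480/em 520 nm).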
# ELG1 DNA repair: qHTS screen for small molecules that inhibit ELG1-dependent DNA repair in human embryonic kidney (HEK293T) cells expressing luciferase-tagged ELG1. HEK293T ELG1-luciferase reporter, luminescence, 16 h; DNA damage induced by 5-fluorouridine. Potency, µM (doses to about 46.1 µM), for the others: at the highest dose activity change, negative = inhibition, usual class: inhibitors. 330,000 tested, 2.3% active; also: potency is read from the fitted curve at half-maximal effect; % is scaled to controls: 0 for no effect and ±100 for the full control effect; nearly all actives have a fitted effect of over 55% in size
#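 Step one: seed 2,000 cells per well. Step two: pin-transfer compound or DMSO alongside 5-fluorouridine. Step three: incubate 16 hr, 37 °C, 5% CO2. Step four: add ONE-Glo, wait 30 min, read luminescence.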
# RORgamma inh: qHTS for inhibitors of ROR gamma transcriptional activity. 310,000 tested, 5.4% active. Potency, µM (titrated, usually from 53.6 µM), for inactives: at the top dose activity change, negative = inhibition, most hits filed as inhibitors. Drosophila S2 Gal4-RORgamma UAS-luciferase reporter, 20 h. AID 2551, 2010; also: potency is read from the fitted curve at half-maximal effect; % is scaled to controls: 0 for no effect and ±100 for the full control effect; nearly all actives have a fitted effect of over 60% in size
# Target sequence (P51450 whole entry, looked up, the tested form may be a part): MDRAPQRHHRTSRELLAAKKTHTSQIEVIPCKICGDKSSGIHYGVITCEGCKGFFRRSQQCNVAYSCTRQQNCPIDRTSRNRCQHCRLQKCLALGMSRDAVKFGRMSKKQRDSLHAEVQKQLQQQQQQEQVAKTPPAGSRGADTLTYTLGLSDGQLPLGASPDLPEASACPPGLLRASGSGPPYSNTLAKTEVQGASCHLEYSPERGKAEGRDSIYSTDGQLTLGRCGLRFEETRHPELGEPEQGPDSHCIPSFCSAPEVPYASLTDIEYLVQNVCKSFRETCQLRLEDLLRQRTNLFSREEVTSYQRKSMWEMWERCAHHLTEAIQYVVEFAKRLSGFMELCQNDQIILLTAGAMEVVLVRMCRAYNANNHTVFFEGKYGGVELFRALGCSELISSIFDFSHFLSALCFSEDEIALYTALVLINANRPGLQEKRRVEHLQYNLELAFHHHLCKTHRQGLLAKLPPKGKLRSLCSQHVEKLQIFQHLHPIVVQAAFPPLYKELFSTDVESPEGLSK
#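 In this cell-based reporter format, copper sulfate (700 uM final) drives Gal4–ROR gamma fusion expression from a metallothionein promoter in Drosophila Schneider cells; compounds preincubated 1 hr, reporter read after 20 hr at ambient temperature.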
# BRCA1 expr up: qHTS Assay to Identify Small Molecule Activators of BRCA1 Expression | MCF7-BRCA1-FFLuc reporter, luminescence, 48 h; response scale: scaled: vehicle 0%, 10 µM genistein 100% | Potency, µM (series often up to 46.1 µM), for inactives: top-dose activation, hits mostly activators | 380,000 tested, 1.1% active; also: potency is read from the fitted curve at half-maximal effect; nearly all actives have a fitted effect of over 80% in size; some results filed as inactive show a strong effect at the top dose
#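 MCF7-BRCA1-FFLuc, 2000 cells/well; 2 h attach, 37 °C/5% CO2; compound 48 h; luciferase substrate 15 min; luminescence end-point. Norm. to genistein 10 microM max activation and DMSO; concentration-response curves fitted.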
# NPC1 prom act: qHTS Assay for NPC1 Promoter Activators. Potency, µM (top dose mostly 9.22 µM), for inactives: top-dose activation, hits mostly activators. Huh7 NPC1 promoter luciferase reporter, 24 h. 320,000 tested, 2.4% active;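 also: potency is read from the fitted curve at half-maximal effect; % of control where 0% means no effect; nearly all actives have a fitted effect of over 60% in size; reporter is driven by a mutant NPC1 promoter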
#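 In 1536-well qHTS, Huh7 cells harboring an NPC1 promoter–luciferase construct received compound for 24 h; activation was quantified by luminescence following luciferase reagent addition.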
# FLuc counter: qHTS profiling assay for firefly luciferase inhibitor/activator using purifed enzyme and Km concentrations of substrates (counterscreen for miR-21 project) | purified FLuc, Km substrates, luminescence inhibition | Potency, µM (highest dose often 57.5 µM), for inactives: at the top dose activity change, negative = inhibition, usual class: inhibitors | 360,000 tested, 6.9% active;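 also: potency is read from the fitted curve at half-maximal effect; plate controls were vehicle for no effect and reference inhibitor for full effect; nearly all actives have a fitted effect of over 55% in size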
# Target sequence (P08659 whole entry, looked up): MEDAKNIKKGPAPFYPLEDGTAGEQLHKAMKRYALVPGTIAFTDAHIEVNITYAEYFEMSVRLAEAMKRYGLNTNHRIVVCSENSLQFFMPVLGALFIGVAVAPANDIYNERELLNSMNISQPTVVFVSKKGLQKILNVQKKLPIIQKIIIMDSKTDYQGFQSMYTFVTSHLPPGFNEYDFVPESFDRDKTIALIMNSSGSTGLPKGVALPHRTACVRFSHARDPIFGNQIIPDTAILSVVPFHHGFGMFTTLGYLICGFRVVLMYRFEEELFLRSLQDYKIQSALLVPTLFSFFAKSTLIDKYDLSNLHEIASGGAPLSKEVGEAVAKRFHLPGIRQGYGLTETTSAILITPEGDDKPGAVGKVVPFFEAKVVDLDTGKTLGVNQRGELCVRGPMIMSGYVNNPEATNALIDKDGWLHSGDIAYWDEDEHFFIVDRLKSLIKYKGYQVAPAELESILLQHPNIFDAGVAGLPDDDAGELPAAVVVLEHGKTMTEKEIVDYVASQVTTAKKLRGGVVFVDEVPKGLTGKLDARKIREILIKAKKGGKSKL
#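 Purified P. pyralis luciferase (10nM final) with 10uM D-luciferin and 10uM ATP (Km levels) in 50mM Tris acetate pH 7.5, 10mM Mg acetate, 0.01% Tween-20, 0.05% BSA; qHTS 6-point titration, ~60 µM downward; luminescence read.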
# Tb PFK block: qHTS Assay to Find Inhibitors of T. brucei phosphofructokinase; ATP-dependent 6-phosphofructokinase (Trypanosoma brucei brucei), O15648; T. brucei PFK, ADP-Glo luminescence; Potency, µM (highest dose often 57.5 µM), without a hit: at the highest dose activity, negative = inhibition, usual class: inhibitors; 330,000 tested, 0.17% active;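 also: potency is read from the fitted curve at half-maximal effect; 0% = uninhibited 1x PFK enzyme wells and -100% = no-enzyme wells; nearly all actives have a fitted effect of over 60% in size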
#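 PFK 1.25 nM, F6P 0.5 mM, ATP 0.1 mM, 0.1 M TEA pH 8.0, 5 mM MgCl2, 0.01% Tween20, 0.1% BSA; 45 min RT. ADP-Glo readout. qHTS titration up to 57 uM; curves fitted, compounds curve-classed.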
# VP16 counter: VP16 counterscreen qHTS for inhibitors of ROR gamma transcriptional activity; Potency, µM (series often up to 53.6 µM), inactives show at the highest dose activity, negative = inhibition, most hits filed as inhibitors; 310,000 tested, 3.5% active; Drosophila S2 Gal4-VP16 UAS-luciferase, luminescence, 20 h;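 also: Gal4-VP16 expression switched on by copper sulfate through the metallothionein promoter; potency is read from the fitted curve at half-maximal effect; % is scaled to controls: 0 for no effect and ±100 for the full control effect; nearly all actives have a fitted effect of over 50% in size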
# p53 reactivator: qHTS assay for re-activators of p53 using a Luc reporter | Potency, µM (series often up to 92.2 µM), for inactives: at the top dose activity change, positive = activation, hits mostly activators | H1299 p53-A138V BP100-luciferase reporter, luminescence, 24 h | 320,000 tested, 0.063% active; also: potency is read from the fitted curve at half-maximal effect; % of control where 0% means no effect; nearly all actives have a fitted effect of over 45% in size
#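 H1299 (p53-null), stable ts p53-A138V + BP100-Luc; 1000 cells/well, Opti-MEM/10% FBS; cpd 4 pt, 1:5; 24 h, 37 deg C, 5% CO2; detection reagent 10 min RT; luminescence.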
# The depositor's hits bear a star; ? = inconclusive; · = no result given; & = joins results of further samples; [ ] = remark or other dose. Unless noted, calls follow the shape of the dose curve; as a rule, active = well fitted curve in the direction sought with a large enough effect; inconclusive = small, poorly fitted or top-dose-only effect, or another doubt; inactive = no such curve, though single readings can be large; an effect the other way counts as inactive or inconclusive. This is a random part of the collection (roughly 15% active in at least one column).
SMILES,ELG1 genotoxic,Rab9 promoter act,TRPV1 ag,ELG1 DNA repair,RORgamma inh,BRCA1 expr up,NPC1 prom act,FLuc counter,Tb PFK block,VP16 counter,p53 reactivator
Cc1ccc(-c2cc(C(=O)O)c3cc(Br)ccc3n2)o1,-4%,4%,3,9%,-3%,8%,5%,11µM*,-22%,3%,10%
CCOC(=O)c1c(C)nc2sc(C(=O)Nc3ccccc3)c(N)c2c1-c1ccc(OC)cc1,0%,3%,29,0%,28%,-63%,23%,2%,-3%,13%,-3%
Cc1ccccc1NC(=O)c1ccccn1,10%,20%,·,?,2%,62%,21%,?,0%,29%,13%
COc1ccc(-c2cc(C(F)(F)F)c(C#N)c(SCC(=O)Nc3ccc(C)cc3)n2)cc1,11%,-5%,2,?,-7%,-31%,1%,-2%,3%,-6%,4%
CN(CC(=O)NCc1ccco1)CC(=O)Nc1c(Cl)cccc1Cl,1%,-2%,0,-1%,·,9%,-1%,3%,0%,·,-5%
COc1cccc(CN2C(=O)C(C)Oc3ccccc32)c1 (stereo not given),-2%,-3%[1.84 µM],2,0%,-1%,2%,-1%,4%,-2%,5%,-3%
CC(C)(C)c1ccc(S(=O)(=O)N2CCCCC2)cc1,-2%,-6%,24,-2%,18%,12%,-1%,1%,2%,-18%,18%
COc1ccc(NC(=O)C(Cc2ccccc2)n2cccc2)cc1OC (stereo not given),-4%,1%,3,0%,18%,-7%,0%,1%&-9%,3%,-1%,-2%
COc1ccc(C2NC(=O)NC(C)=C2[N+](=O)[O-])cc1OC (stereo not given),0%,3%,-2,5%,-3%,-26%,-2%,5%,6%,5%,-3%
CCOc1ncccc1C(=O)Nc1ccc(S(=O)(=O)N2CC(C)CC(C)C2)cc1 (stereo not given),2%,·,·,-15%,·,-7%,·,·,-1%,·,7%
COc1ccc(NC(=O)CCCNC(=O)Cn2cnc3sc(C)c(C)c3c2=O)c(OC)c1,20%,-5%,-1,3%,-6%,-10%,-1%,2%,-1%,-6%,9%
NNC(=O)c1cccn(Cc2cccc(C(F)(F)F)c2)c1=O,-8%,-12%,?,?,?,-2%,-8%,2%,2%,?,11%
CCCCn1c(CCNC(=O)CC)nc2ccccc21,-8%,-10%,12,-1%,3%,9%,2%,0%,-4%,21%,-8%
CC(=O)c1ccc(N2CCN(C(=O)c3cccs3)C(C)C2)c(F)c1 (stereo not given),-13%,1%,11,?,?,5%,-2%,0%,-2%,-25%,-19%
COc1ccccc1N=c1c2c([N+](=O)[O-])cc([N+](=O)[O-])cc2n(O)n1-c1ccccc1OC,0%,3%,1,6%,3%,·,-27%,-1%,-4%,-7%,-1%
CCn1c(CCCNC(=O)c2ccc(F)cc2)nc2ccccc21,-9%,1%,3,-2%,17%,-13%,-2%,3%,1%,11%,-1%
CCOc1ccc(CC(=O)Nc2sc(Cc3ccccc3)c(C)c2C(N)=O)cc1OCC,-2%,-1%,-1,?,18%,4%,-1%,-6%,2%,-1%,3%
CCN(CCO)Cc1csc2ccc(Br)cc12,1%,-2%,-5,0%,9%,-9%,-2%,6%,-18%,-5%,-7%
COc1ccc(CCNC(=O)COc2ccc(N(C)S(=O)(=O)c3ccc(Cl)cc3)cc2)cc1,-11%,12%,-3,?,8%,-76%,-3%,6%,2%,-7%,0%
COc1cc2c(cc1NC(=O)c1ccccc1F)CCCC2,?,?,0,?,31%,15%,7%,11µM*,6%,6%,21%
CC(=O)CCc1ccc(OCCCCN2CCC(Cc3ccccc3)CC2)cc1,-6%,1%,6,?,-2%,-24%,0%,0%,-6%,6%,-7%
O=C(c1cc2ccc([N+](=O)[O-])cc2oc1=O)N1CCOCC1,6%,-1%,1,15%,25%,1%,-4%,-6%,4%,7%,-5%
O=C(Nc1ccc(F)cc1)c1ccc(Br)c(S(=O)(=O)N2CCOCC2)c1,-3%,-12%,?,15µM*,?,-28%,-2%,-8%,-2%,-5%,1%
Nc1nnnn1CC(=O)N/N=C/C=C/c1ccccc1,2%,1%,1,26%,2%,0%,-1%,-3%,2%,11%,2%
CCN(c1ccccc1)C1(O)C(=O)c2ccccc2C1=O,0%,-3%,-1,?,0%,-2%,0%,-1%,1%,-6%,5%
COc1c(N2CCN(C(=S)Nc3ccc(F)cc3)C(C)C2)c(F)cc2c(=O)c(C(=O)O)cn(C3CC3)c12 (stereo not given),-3%,-3%,0,-8%,-14%,-4%,-2%,0%,-1%,6%,1%
Cc1[nH]c2ccccc2c1C(=O)CSc1cccc[n+]1[O-],0%,2%,2,10%,7%,-11%,-2%,4%,2%,-2%,18%
N=c1c(S(=O)(=O)c2ccc(Cl)cc2)cc2c(=O)n3ccccc3nc2n1Cc1cccnc1,3%,4%,-4,-8%,-23%,21%,-3%,1%,-1%,-3%,3%
O=C(CCc1nnc2ccc(N3CCCC3)nn12)Nc1ccc(F)cc1F,1%,1%,-2,12%,7%,-4%,-5%,1%,9%,6%,8%
O=C(CSc1nnc(SCc2cccc3ccccc23)s1)N/N=C/c1c[nH]c2ccccc12,-6%,-1%,-4,?,-29%,-73%,0%,?,-2%,-7%,?
C=CCOc1ccc(-c2nc3c(c(=O)[nH]c(=O)n3CCCC)n2C)cc1OC,?,-5%,0,10%,2%,0%,-3%,2%,1%,-11%,16%
CCCOc1ccc(S(=O)(=O)N2CCN(C)CC2)c2ccccc12,-13%,0%,13,-1%,4%,0%,-2%,0%,-10%,2%,-6%
O=S(=O)(c1ccc(Br)cc1)N1CCCc2ccccc21,2%,6%,-4,-17%,16%,-51%,-4%,2%,-1%,-4%,·
CN1CCc2c(n(CC(O)CN3CCN(CCO)CC3)c3ccccc23)C1=O (stereo not given),-13%,3%,-4,?,-10%,-3%,-3%,1%,-1%,7%,6%
CC(C)(C)CC(=O)Nc1ccc(S(=O)(=O)N2CCCC2)cc1,1%,-6%,?,?,-9%,8%,-3%,-2%,-1%,7%,-2%
O=c1nc(/C=C/c2cc([N+](=O)[O-])ccc2Cl)cc(C(F)(F)F)[nH]1,-21%,4%,0,?,22%,-43%,11%,-6%,3%,-12%,10%
Cc1ccc2c(C)c(C(=O)N(Cc3ccc(N(C)C)cc3)C3CCS(=O)(=O)C3)oc2c1 (stereo not given),-1%,5%,11,16µM*,33%,-40%,-6%,1%,4%,2%,2%
CCN(CC(=O)Nc1ccc(OC)cc1)C(=O)c1ccc2ccccc2c1,-1%,·,·,-1%,·,1%,·,·,-3%,·,5%
O=C(Nc1ccccc1C(=O)O)c1cc(S(=O)(=O)N2CCCCCC2)ccc1Cl,-9%,-3%,1,-5%,16%,55%,-3%,?,2%,-4%,8%
NCCCCCc1nnc(SCc2ccccc2Cl)o1,-1%,-11%,2,-5%,1µM*,-67%,-22%,5%,5%,0.45µM*,-16%
O=C(CCc1ccccc1)c1nnc(-c2ccccc2)o1,6%,3%,27,?,8%,58%,12%,?,2%,-2%,6%
Cc1c(OC(C)C(=O)NCC2CCC(C(=O)O)CC2)ccc2c3c(c(=O)oc12)CCCC3 (stereo not given),4%,-1%,-3,0%,2%,-2%,-2%,5%,3%,-3%,17%
CCN1CCSc2ccc(C(=O)NCc3cc(Br)ccc3OC)cc21,-2%,-1%,-1,-7%,-19%,-39%,-2%,5%,5%,2%,·
O=C1CCC([N+](=O)[O-])C(c2ccc(Br)cc2)N1 (stereo not given),-1%,-4%,-2,-3%,-2%,-7%,-3%,0%,0%,-7%,7%

# Screens deposited in PubChem by National Center for Advancing Translational Sciences (NCATS).
